Compound activity: PubChem, Broad Institute
PglD DTNB: C. jejuni PglD acetyltransferase inhibitors, primary screen, biochemical, DTNB colorimetric, single point; UDP-N-acetylbacillosamine N-acetyltransferase PglD (Campylobacter jejuni); purified PglD enzyme, DTNB colorimetric CoA detection; inhibition, % at 12.5 µM; 360,000 compounds, 0.098% hits; AID 602405, 2012; in the data active = inhibition above about 16%, passing the limit was not always enough; inconclusive = no clear call, values can overlap the other calls; also: strong numbers were not always called active
ERp5 block: inhibitors of ERp5-driven insulin aggregation, primary screen, biochemical, turbidity, absorbance 650 nm, single point; 90 min; inhibition, % at 9.99 µM; Protein disulfide-isomerase A6 (Homo sapiens), Q15084; 350,000 compounds, 0.05% hits; AID 651711, 2012;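 active = mean replicate inhibition above about 25%, with every replicate also reaching it, limit read from the data, passing the limit was not always enough; inconclusive = only one of those two criteria met; inactive = neither criterion met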
Target sequence (Q15084 whole entry, looked up): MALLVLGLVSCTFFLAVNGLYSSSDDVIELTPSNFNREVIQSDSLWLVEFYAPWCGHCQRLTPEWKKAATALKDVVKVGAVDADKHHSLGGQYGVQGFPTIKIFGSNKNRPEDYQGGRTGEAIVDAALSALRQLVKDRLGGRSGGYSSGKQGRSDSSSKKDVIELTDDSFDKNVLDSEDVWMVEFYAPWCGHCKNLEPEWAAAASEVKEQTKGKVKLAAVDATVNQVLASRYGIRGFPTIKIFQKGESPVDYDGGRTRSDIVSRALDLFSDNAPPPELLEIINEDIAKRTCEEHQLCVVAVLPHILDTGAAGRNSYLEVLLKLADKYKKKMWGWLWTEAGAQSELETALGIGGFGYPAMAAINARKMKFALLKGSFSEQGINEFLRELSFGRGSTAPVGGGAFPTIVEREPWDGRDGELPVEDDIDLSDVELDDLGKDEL
C2C12 statin: suppressors of statin myotoxicity in C2C12 myotubes, primary screen, cell-based, single point, plate reader | C2C12 myotubes + simvastatin, ATP luminescence, 48 h; scaled: DMSO 0, geranylgeraniol control 100 | rescue of ATP level, % at 7.49 µM | 330,000 compounds, 0.78% hits | AID 602340, 2012;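 active = mean ATP rescue above about 67%, or every replicate alone reaching that limit, limit read from the data, passing the limit was not always enough; inconclusive = no clear call, values can overlap the other calls; inactive = mean under the limit and some replicate under it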;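 also: myotubes were challenged with 10 µM simvastatin during compound exposure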
S100A4 inh HTS: inhibitors of S100A4-myosin IIA peptide binding, primary screen, biochemical, fluorescence polarization, TAMRA-MyoIIA peptide; Protein S100-A4 (Homo sapiens), P26447; 360,000 compounds, 0.14% hits; inhibition, % at 10.7 µM;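 active = mean inhibition of at least 70% across replicates, with every replicate also reaching that level; inconclusive = mean inhibition reaches 70% but some replicates fall short; inactive = mean inhibition below 70%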
Target sequence (P26447 whole entry, looked up): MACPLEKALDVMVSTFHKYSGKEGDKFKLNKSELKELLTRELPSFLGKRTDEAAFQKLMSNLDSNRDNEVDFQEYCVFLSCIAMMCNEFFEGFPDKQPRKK
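assay system = human S100A4 monomer with TAMRA-labelled myosin IIA peptide | also added = labelled myosin peptide probe, 5 nM | incubation = 5 min between mix addition and reading | control set = DMSO and TFP controls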
SIRT5 block: SIRT5 desuccinylase inhibitors, primary screen, biochemical, fluorescence imaging, single point, set 5. inhibition, % at 15 µM. AID 652115, 2013. Purified SirT5, succinyl-peptide AMC, trypsin-coupled fluorescence. 330,000 compounds, 1.1% hits; in the data active = inhibition above about 15%; inconclusive = no clear call, values can overlap the other calls
Target sequence (Q9NXA8 whole entry, looked up): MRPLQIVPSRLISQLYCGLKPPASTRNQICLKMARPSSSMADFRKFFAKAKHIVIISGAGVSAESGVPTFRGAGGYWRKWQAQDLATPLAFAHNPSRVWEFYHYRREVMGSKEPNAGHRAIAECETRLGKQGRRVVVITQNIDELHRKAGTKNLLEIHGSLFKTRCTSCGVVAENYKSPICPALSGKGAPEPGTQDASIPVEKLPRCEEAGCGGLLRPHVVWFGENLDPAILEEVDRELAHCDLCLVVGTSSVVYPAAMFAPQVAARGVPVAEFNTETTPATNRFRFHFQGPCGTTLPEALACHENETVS
DENV2 CPE: inhibitors of DENV2 cytopathic effect, primary screen, cell-based, plate reader, single concentration. DENV2-infected cells, cytopathic effect rescue. CPE inhibition, % at 9.99 µM. 350,000 compounds, 1.7% hits. AID 651640, 2012; in the data active = CPE inhibition above about 20%, passing the limit was not always enough; inconclusive = no clear call, values can overlap the other calls; tested in BHK-21 cells;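 also: 0% = median of neutral control wells and 100% = median of positive control wells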
E-sel inducer: E-selectin induction in HUVECs, primary screen, imaging, HUVEC, immunofluorescence imaging, single point | P16581 | normalized: neutral wells 0, TNF-alpha wells 100 | activation, % at 7.58 µM | 260,000 compounds, 0.37% hits;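 active = mean E-selectin-positive cell signal at least 10% of the positive control, reached in at least 60% of replicates, without over 20% cell loss; inconclusive = no rule given, readout overlaps actives, possibly toxicity-flagged; inactive = the rest, including those meeting only one limit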;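 also: in these data hits start at about 27%; measured in HUVEC primary endothelial cells; signal is the percent of cells scored E-selectin positive by PE staining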
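System: HUVEC / Compound: single concentration / Signal: immunofluorescence imaging / Read-out: percent E-selectin-positive cells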
* marks the source's active call; other numbers are inactive results; ? = inconclusive; . = not tested or not shown; & = joins results of further samples. Some of the compounds tested; count on the stated rates, not on these rows.

SMILES	PglD DTNB	ERp5 block	C2C12 statin	S100A4 inh HTS	SIRT5 block	DENV2 CPE	E-sel inducer
CCN1C(=O)C(=O)N(CC(=O)N2CCC(C)Sc3ccccc32)C1=O (stereo not drawn)	1	1	17	0	2	-2	.
O=C(Nc1ccc(F)cc1)N1C[C@@H]2[C@H](c3ccccc31)[C@@H](CO)N2C(=O)c1ccncc1	-4	4	2	-3	-2	-1	0.1
O=C(NCc1cc(C(F)(F)F)cc(C(F)(F)F)c1)C1CC(c2cccc(F)c2)=NO1 (stereo not drawn)	1	2	1	1	.	24*	0.1
O=C(/C=C/Nc1ccc(F)c(F)c1)c1cccs1	-8	-5	.	-3	.	-4	.
C[C@@H]1CN([C@@H](C)CO)C(=O)c2cc(NS(=O)(=O)c3cn(C)cn3)ccc2O[C@@H]1CN(C)Cc1ccncc1	-4	-1	-6	-6	1	-2	1.4
O=C(CCCn1c(=S)[nH]c2ccsc2c1=O)NC1CCCCC1	3	3	-3	-4	-3	1	0.0
COc1cccc(NC(=O)N2[C@@H]3CNC[C@H]2C3c2ccc(-c3cccc(OC)c3)cc2)c1 (stereo partly drawn)	.	2&1	.	4&-15	2&2	-5&-4	0.1&0.1
O=C(NCc1nnc(SCC(=O)N2CCCC2)o1)c1cccc(C(F)(F)F)c1	1	-6	-2	6	-1	-2	.
C[C@H]1CN([C@@H](C)CO)C(=O)c2cccc(NC(=O)Nc3ccc4c(c3)OCO4)c2O[C@@H]1CN(C)C(=O)NC1CCCCC1	-2	-6	-57	-1	-2	8	-8.5
Cc1cc(C)n(-c2nnc(C)n2NC(=O)c2cccc(Cl)c2)n1	-5	.	6	.	.	.	0.0
O=C(NC12CC3CC(CC(C3)C1)C2)C1CCCN1C(=O)Nc1ccccc1 (stereo not drawn)	-4	0	6	-6	-3	6	.
Cc1ccc(NC(=S)Nc2ccc(OC(F)F)c(Cl)c2)cc1F	.	-4	.	1	-6	5	.
CCC(CC)C1=NN2C(=N)/C(=C/c3ccc(OC(=O)c4ccco4)cc3)C(=O)N=C2S1	3	1	-12	0	3	-1	.
CNC(=O)C[C@H]1CC[C@@H]2[C@H](COc3ccc(NC(=O)Nc4ccc(F)cc4)cc3C(=O)N2C)O1	2	3	-3	-2	-3	4	0.1
O=C(NC1CCC1)[C@@H]1[C@@H](CO)[C@@H]2Cn3c(ccc(-c4ccc(F)cc4)c3=O)[C@H]1N2	0	0	1	-10	-35	-3	-0.4
O=C(Nc1ccccc1F)N[C@H]1CC[C@@H](CCNS(=O)(=O)c2ccc(Cl)cc2)O[C@H]1CO	5	-8	8	-8	0	-14	0.3
Cc1ccc(CN(Cc2ccco2)C(=S)Nc2ccccc2C)cc1	.	3	.	0	-4	4	.
CCCCNC(=O)c1onc(CSc2ccccc2)c1C(=O)O	-2	-1	-3	1	2	2	-0.2
CCOC(=O)N1CCN(C(=O)COc2cccc3c2CCN(Cc2ccccc2F)C3=O)CC1	.	-5	.	0	4	1	4.9
CN(C)N1C(N)=C(C#N)C(c2cccc(Cl)c2)C2=C1CCCC2=O (stereo not drawn)	0	3	8	1	-2	1	0.0
CCNC(=S)N1CCC(C(N)=O)CC1	.	0	.	-5	0	5	.
COc1ccc(CC(=O)N2CCN(c3ccccc3OC)CC2)cc1OC	-1	4	-1	-2	10	-4	.
COc1ccc(C(=O)NC(C)c2nnc(SCC(=O)NC3=NCCS3)n2C)cc1 (stereo not drawn)	.	-3	4	-2	-2	-3	.
O=C(O)c1ccccc1C(=O)NNc1ccc(Cl)cc1Cl	.	0	.	-1	-3	.	.
CC1CCN(CC(C)OC(=O)c2ccco2)CC1 (stereo not drawn)	-4	1	-1	6	-30	?	.
Cc1ccc2ncnc(Nc3ccccc3)c2c1	.	8	.	1	1	.	0.8
COc1ccc(S(=O)(=O)N(C)C[C@@H]2Oc3ccc(NC(=O)CCN4CCOCC4)cc3C(=O)N([C@H](C)CO)C[C@H]2C)cc1	0	10	-33	2	-4	-12	0.0
COc1ccc(/C=C/C(=O)OCC(=O)N2c3ccccc3CC2C)cc1 (stereo not drawn)	-5	1	4	-7	-6	-6	.
C=CCSc1nnc(NC(=O)C2CC(=O)N(Cc3ccc(C)cc3)C2)s1 (stereo not drawn)	4	-2	0	-4	-2	-3	-0.5
C[C@@H]1CN([C@H](C)CO)C(=O)c2cc(NC(=O)C3CCCCC3)ccc2O[C@H]1CN(C)Cc1ccc(C(=O)O)cc1	3	-1	9	-5	-4	2	.
Cn1ccnc1Sc1nc2c(c(=O)n(C)c(=O)n2C)n1C	3	2	8	2	-1	5	.
COc1nccnc1NS(=O)(=O)c1ccc(N=Cc2c(C)[nH]n(-c3ccccc3)c2=O)cc1	8	4	-1	6	0	-17	.
NCC[C@@H]1CC[C@H](NC(=O)C2CC2)[C@@H](CO)O1	.	0	.	7	-1	-3	0.4
CCn1cc([N+](=O)[O-])c(C(=O)Nc2ccc(Cn3nc(C)cc3C)cc2)n1	.	6	.	3	-3	-2	.
CO[C@@H]1CN(C)C(=O)c2ccc(NC(=O)C3CCC3)cc2OC[C@@H](C)NC[C@@H]1C	1	3	1	-1	-2	-6	-0.5
COc1ccc(Br)cc1C(=O)NC(=S)Nc1ccc2[nH]c(=O)[nH]c2c1	-6	4	-4	-10	-6	2	.
COc1ccc(S(=O)(=O)Nc2ccc3c(c2)C(=O)N(C)C[C@H](OC)[C@H](C)CN[C@H](C)CO3)cc1	0	-2	6	13	-3	-6	0.0
O=C(N/N=C/c1cc(Br)cs1)c1ccc2c(c1)OCCO2	1	-3	.	1	-3	6	.
Cc1noc(C)c1S(=O)(=O)N1CCCC(C(=O)Nc2nccs2)C1 (stereo not drawn)	1	0	3	2	0	-2	0.1
CCCNC(=O)N1CC(=O)N2[C@H](CO)[C@H](c3ccc(-c4ccccc4)cc3)[C@@H]2C1	.	.	.	3	.	-3	0.0
COc1ccc2nc(NC(=O)C3CC(=O)N(c4ccccc4)C3)sc2c1 (stereo not drawn)	4	4	4	0	0	3	.
CCn1ncc(CN2CCC(C(=O)Nc3cccc(-c4cccc(F)c4)c3)CC2)c1C	-1	2	22	14	-5	2	.
O=C(C[C@@H]1CC[C@H](NC(=O)CC2CC2)[C@@H](CO)O1)NCc1ccccc1	.	-2	.	-23	-2	-5	0.2
COc1ccc(CNC(=O)c2ccc3ccccc3n2)cc1OC	-3	1	3	0	-1	1	-0.1
CC(C)C(c1nnnn1C1CCCC1)N1CCN(C(=O)c2ccco2)CC1 (stereo not drawn)	.	-4	1	1	2	0	.
COCCNC(=S)N(C)[C@H]1C[C@H]2c3[nH]c4ccccc4c3CCN2C[C@H]1[C@H](C)O	.	-3	.	6	3	-3	0.0
CCOC(=O)c1sc(NC(=O)/C=C/c2c(F)cccc2Cl)nc1C	.	0	.	-2	-5	-10	.
Cc1ccccc1NC(=O)Cc1nc(COC(=O)c2ccc(Cl)nc2)cs1	.	-2	.	11	0	-4	-0.2
COc1cc(CN2CC(=O)N(c3ccc(C)cc3)C2=S)cc(OC)c1OC	.	-1	.	-5	-2	12	.
NC(=O)[C@H]1CC2(CC(c3cccc(NC(=O)[C@H]4CCC(=O)N4)c3)=NO2)CN1C(=O)CC(c1ccccc1)c1ccccc1 (stereo partly drawn)	.	3	.	1	0	-10	0.0
CC(=NNC(=O)CSc1nc2ccccc2o1)c1ccco1	-3	3	0	-5	-2	2	0.4
CN1CCN(C(=O)/C=C\C(=O)O)CC1	.	9	.	-3	-5	-3	.
O=C(CSc1nccc(=O)[nH]1)NCc1ccc2c(c1)OCO2	-2	-2	-3	-2	-2	?	0.0
COc1ccc(NS(=O)(=O)c2cc(C(=O)N3CCN(C(C)=O)CC3)ccc2Cl)cc1	.	-3	24	1	-3	1	.
Cc1cc(N2CCCCC2)nc(N2CCOCC2)n1	-3	.	1	.	.	.	0.4
CS(=O)(=O)N1CC(=O)N2[C@H](CO)[C@@H](c3ccc(C#Cc4ccccc4)cc3)[C@@H]2C1	.	0	.	2	2	-2	-0.4
Cc1cc(C)c(NC(=O)COC(=O)COc2ccc3c(C)cc(=O)oc3c2)c(Cl)c1	-3	-9	-12	-2	-6	-4	.
CCCCCCOC(=O)CC1CC(C(C)=O)C1(C)C (stereo not drawn)	-7	0	0	-1	-1	3	0.6
Cc1cc(C)c2c(=O)n(CC(=O)Nc3ccc(Br)c(C)c3)sc2n1	.	18	13	13	0	3	.
CCN(C(=O)Cn1nc(C)c([N+](=O)[O-])c1C)C1CCS(=O)(=O)C1 (stereo not drawn)	.	-4	.	12	5	19	-0.1

Arranged by the number under ERp5 block (ascending): 3 of the compounds above.
| canonical_smiles | ERp5 block |
| --- | --- |
| CCN(C(=O)Cn1nc(C)c([N+](=O)[O-])c1C)C1CCS(=O)(=O)C1 (stereo not drawn) | -4 |
| CCCCCCOC(=O)CC1CC(C(C)=O)C1(C)C (stereo not drawn) | 0 |
| COc1ccc(CNC(=O)c2ccc3ccccc3n2)cc1OC | 1 |

The list goes on.
SMILES	PglD DTNB	ERp5 block	C2C12 statin	S100A4 inh HTS	SIRT5 block	DENV2 CPE	E-sel inducer
COc1ccc(NC(=O)N(C)C[C@@H]2Oc3ccc(NC(=O)CCN4CCOCC4)cc3CC(=O)N([C@@H](C)CO)C[C@H]2C)cc1	2	-1	-10	15	1	-8	.
Cc1ccc(C)c(-n2ccnc2SCC(=O)c2c(N)n(C3CC3)c(=O)[nH]c2=O)c1	-6	12	5	-7	-3	-7	-0.3
COc1ccc(/C(C)=N/NC(=O)Cn2nc([N+](=O)[O-])cc2C)cc1	.	4	.	-2	-3	-2	0.1
O=C(Nc1ccc(Cl)cc1)c1cc(-c2cccs2)on1	-4	3	12	9	1	11	0.2
Cc1cc(C(=O)CN2c3cccc4cccc(c34)S2(=O)=O)c(C)n1C	-2	0	-15	-2	-4	-3	1.3
O=C1CN(C(=O)CCCc2c[nH]c3ccccc23)c2ccccc2N1	-2	3	3	-3	0	.	.
CC=Cc1ccc2n(c1=O)C[C@H]1[C@H](CO)[C@@H](C(=O)N3CCc4ccccc4C3)[C@@H]2N1CCC (mixture of isomers)	-59	.	-49	-4	4	6	-0.5
O=C(O)CC1(CC(=O)Nc2cc(C(F)(F)F)cc(C(F)(F)F)c2)CCCCC1	-6	-6	-12	-2	4	-4	.
CCC(=O)Nc1ccc2c(c1)C(=O)N(C)[C@H]1CC[C@H](CC(=O)Nc3ccc(OC)cc3)O[C@@H]1CO2	3	-4	7	4	-6	-4	-0.2
COCC#Cc1ccc2c(c1)O[C@H](CN(C)C(=O)Nc1ccccc1F)[C@H](C)CN([C@H](C)CO)S2(=O)=O	1	2	19	-7	0	4	0.5
Cc1ccc(S(=O)(=O)Nc2ccc3c(c2)C(=O)N([C@H](C)CO)C[C@H](C)[C@H](CN(C)CC2CCCCC2)OCCCC[C@H](C)O3)cc1	2	-2	.	5	2	10	-0.1
CC(=O)N(C[C@H]1N[C@H](CO)[C@@H]1c1ccccc1)C(C)C	-2	-5	2	-3	-1	-7	0.1
C[C@H](CO)N1C[C@H](C)[C@H](CN(C)S(=O)(=O)c2ccc(F)cc2)Oc2ccc(NC(=O)Nc3cccc4ccccc34)cc2C1=O	2	-3	46	-7	2	.	-0.4
CCCSc1ccc([C@@H]2[C@@H]3C(=O)N(C)C(=O)[C@@H]3[C@]3(C(=O)OC)CCCCN23)cc1OC	0	-12	3	1	.	-16	-0.1
